# Screening results (PubChem)
# HBB splice mod – modulators of hemoglobin beta chain splicing; Potency, µM (doses to about 46.1 µM), for inactives: top-dose activation, usual class: activators; HBB splicing reporter cell assay, activation; EGFP reporter with mutant IVS2-654 intron; response scale: normalised to 500 nM splice-correcting PNA; 65,000 compounds, 0.06% hits; note: potency is the fitted concentration of half-maximal effect; 0% is about no effect
#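 Compounds were applied for 2 days to HeLa EGFP-654 cells, 500/well in Optimem with 2% FCS. The reporter's EGFP is disrupted by mis-splicing of beta-globin intron IVS2-654. Readout: summed well GFP fluorescence from 488 nm laser scanning; reference was 500 nM antisense […] 654 PNA.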
# Fluorescein autfl – fluorescein region autofluorescence; Compound autofluorescence, 480/540 nm, fluorescein-equivalent; active compounds read high; max fluorescein-equivalent concentration, M; 59,000 compounds, 0.91% hits; in the data active = max fluorescein-equivalent concentration above about 10 nM; inconclusive = between about 1.1 nM and that limit
#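 Fluorescein stocks ranging 3 mM down to 300 nM, plus DMSO blanks, were pinned alongside compounds to build a per-plate standard curve. Buffer: 100 mM Tris, pH 8.0. Incubation 15 min, room temperature; filters 480/540 nm.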
# CRE Fsk mod – modulators of forskolin-stimulated CRE signaling in CHO cells. CHO CRE-bla reporter (cAMP response element driving beta-lactamase), forskolin EC10, beta-lactamase ratio. Potency, µM (series often up to 38.2 µM), inactives show at the highest dose activity change, negative = inhibition, actives largely listed as activators. 71,000 compounds, 2.5% hits. AID 662; active = well fitted activation curve with a large enough effect in the signal ratio, with a control signal flat, not every such curve was filed as active; inconclusive = small, poorly fitted or top-dose-only effect, or effect the other way, or a change in a side signal; the % refers to the signal ratio; note: potency is the fitted concentration of half-maximal effect; % of control where 0% means no effect
#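 Forskolin analogue NKH 477 at EC10 stimulated CRE-driven beta-lactamase in CHO cells alongside compound dilution series. Beta-lactamase was measured with CCF4, excitation 405 nm, emission ratio 460/530 nm.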
# Ub-GFP proteasome – ubiquitin-GFP accumulation via proteasome inhibition. Ubiquitin-GFP reporter cells, proteasome inhibition, GFP fluorescence; response scale: untreated = 0%, 10 µM MG-132 = 100%. Potency, µM (titrated, usually from 45.9 µM), without a hit: top-dose activation (GFP accumulation), most hits filed as activators. 67,000 tested, under 10 active. AID 526; active = well fitted activation curve with a large enough effect, not every such curve was filed as active; inconclusive = small, poorly fitted or top-dose-only effect, or another doubt; inactive = no such curve, though single readings can be large or run the other way; note: potency is the fitted concentration of half-maximal effect
#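 Proteasome block read as GFP accumulation: ubiquitin(G76V)-GFP U2OS cells exposed to compound (2.9 nM–46 uM) for 4 hr at 37 C. Normalization used untreated cells as 0% and 10 uM MG-132 as 100%; concentration-response curves fitted.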
# TexasRed autofl – compounds fluorescent in Texas Red spectral region | Compound fluorescence, Texas Red channel, 547/618 nm; active compounds read high | max dye-equivalent concentration, M | 59,000 compounds, 0.06% hits | AID 587; in the data active = max dye-equivalent concentration above about 10 nM; inconclusive = between about 1.1 nM and that limit
#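 Spectral interference profiling: each compound concentration's relative fluorescence, read with a 547 nm excitation and 618 nm emission filter pair, was normalized to a per-plate Texas Red standard curve.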
# Hsp90 Hop PPI – changes Hsp90-Hop TPR2A binding signal, up or down. AlphaScreen TPR2A-His6 binding biotin-Hsp90 C-terminal peptide. Potency, µM (top dose mostly 57 µM), without a hit: at the top dose activity change, negative = inhibition. 71,000 compounds, 0.44% hits; active = well fitted curve in either direction with a large enough effect; inconclusive = small, poorly fitted or top-dose-only effect, or another doubt; note: potency is the fitted concentration of half-maximal effect; % is set by controls: 0 for no effect and ±100 for the full control effect; many of its hits are not listed in these tables
# A350 fluor – A350 region autofluorescence; Compound autofluorescence, 340/450 nm, Alexa 350 dye-equivalents; active compounds read high; max dye-equivalent concentration, M; 59,000 compounds, 11% hits; in the data active = max dye-equivalent concentration above about 10 nM; inconclusive = mostly about 1.1 nM to 9.6 nM
# FLuc inh – firefly luciferase inhibition | P08659 | purified firefly luciferase, luminescence, 8 min | Potency, µM (highest dose often 57.1 µM), for the others: at the highest dose activity change, negative = inhibition, most hits filed as inhibitors | 72,000 compounds, 2.2% hits; note: potency is the fitted concentration of half-maximal effect; % is set by controls: 0 for no effect and ±100 for the full control effect; nearly all actives have a fitted effect of over 40% in size
# Target sequence (P08659 whole entry, looked up): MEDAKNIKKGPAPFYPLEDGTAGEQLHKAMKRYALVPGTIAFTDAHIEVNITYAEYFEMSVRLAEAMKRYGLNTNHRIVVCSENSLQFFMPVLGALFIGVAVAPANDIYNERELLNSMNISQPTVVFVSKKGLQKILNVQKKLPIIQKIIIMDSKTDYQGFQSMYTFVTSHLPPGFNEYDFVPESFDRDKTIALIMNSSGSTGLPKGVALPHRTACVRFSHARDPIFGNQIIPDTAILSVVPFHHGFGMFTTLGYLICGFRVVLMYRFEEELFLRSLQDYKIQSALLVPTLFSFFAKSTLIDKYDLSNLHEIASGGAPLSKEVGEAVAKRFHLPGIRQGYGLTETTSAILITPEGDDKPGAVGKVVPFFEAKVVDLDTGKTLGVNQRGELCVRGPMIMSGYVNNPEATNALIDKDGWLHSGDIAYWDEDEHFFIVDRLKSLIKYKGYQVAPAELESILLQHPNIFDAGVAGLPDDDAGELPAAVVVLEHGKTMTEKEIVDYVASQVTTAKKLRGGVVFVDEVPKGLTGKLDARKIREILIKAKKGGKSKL
#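 Firefly luciferase (PKLight detection mix) with 10 uM ATP in pH 7.2 imidazole buffer (KCl, MgCl2, Tween 20, BSA). Compounds tested across a concentration series (qHTS). Luminescence read after 8 min at ambient temperature.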
# 4-MU autofl – compound fluoresces in the 4-MU spectral region; compound autofluorescence, 340/450 nm, 4-MU equivalents; active compounds read high; max dye-equivalent concentration, M; 59,000 compounds, 11% hits; in the data active = max dye-equivalent concentration above about 10 nM; inconclusive = mostly about 1.1 nM to 9.6 nM
#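 Compounds in 100 mM Tris, pH 8.0, incubated 15 min at room temperature, then fluorescence read at 340 nm excitation/450 nm emission. Signal converted to 4-MU dye-equivalent concentration using an on-plate six-point 4-MU standard curve.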
# ERK AVP block – vasopressin-driven ERK pathway inhibition | HEK293-V1b, vasopressin-stimulated pERK AlphaScreen | Potency, µM (doses to about 57.5 µM), without a hit: at the top dose activity, negative = inhibition, hits mostly inhibitors | 72,000 compounds, 0.99% hits | AID 995; note: potency is the fitted concentration of half-maximal effect; % is set by controls: 0 for no effect and ±100 for the full control effect; nearly all actives have a fitted effect of over 55% in size
#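 HEK293 cells stably expressing V1b receptor, seeded overnight in 1% FBS, were treated with compounds for 30 min at 37C, then stimulated 5 min with 25 nM vasopressin; phospho-ERK read by AlphaScreen SureFire after lysis.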
# Epigenetic mod – derepresses silenced GFP locus in mouse C127i cells; mouse C127i GFP locus derepression, cytometry, 30 h; Potency, µM (titrated, usually from 46.1 µM), for the others: top-dose GFP derepression (activation); 68,000 compounds, 0.09% hits; AID 597; note: % of control where 0% means no effect
#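 Locus derepression in mouse mammary C127i cells whose integrated CMV-GFP reporter is normally silent; GFP expression after 30 h compound treatment was quantified by counting fluorescent cells.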
# * marks the source's active call; other numbers are inactive results; i = inactive; u = inconclusive; x = not tested or not shown; [ ] = remark or other dose. Unless noted, calls come from the whole dose curve; as a rule, active = well fitted curve in the direction sought with a large enough effect; inconclusive = small, poorly fitted or top-dose-only effect, or another doubt; inactive = no such curve, though single readings can be large; an effect the other way counts as inactive or inconclusive. Not all compounds are listed (hit frequency here may not be typical).
# Screens in order: HBB splice mod	Fluorescein autfl	CRE Fsk mod	Ub-GFP proteasome	TexasRed autofl	Hsp90 Hop PPI	A350 fluor	FLuc inh	4-MU autofl	ERK AVP block	Epigenetic mod
- CCOC(=O)c1[nH]c2ccc(C)cc2c1N=C(C)N(C)C
→ 0.1%[57.5 µM]	i	-4%	-1%	i	-2%	2.9e-08M*	2%	3.1e-08M*	8%	3%
- Cc1nn(CC(=O)Nc2ccc3c(c2)nc(CN2CCCC2)n3C)c(=O)c2ccccc12
→ -0.8%	i	2%	4%	u	0%	u	-1%	i	-4%	-3%
- CCCc1cc(C(=O)N(C2CCCCC2)C2CCCCC2)no1
→ -0.8%	x	-22%	0%	x	28%	x	-1%	x	19%	-2%
- CN=C(NC#N)NCCSCc1csc(N=C(N)N)n1
→ x	x	-14%	-4%	x	1%	x	-3%	x	-13%	0%
- O=c1cnc2cnc(N3CCNCC3)nc2n1Cc1cccs1
→ -0.3%	u	u	-1%	i	-2%	u	0%[11.4 µM]	u	4%	-3%[9.22 µM]
- O=C(NCc1ccco1)c1cccs1
→ x	i	-11%	-3%	i	2%	i	2%	i	0%	0%
- Cn1c(Oc2ccccc2NCc2cc(Br)ccc2O)cc(=O)n(C)c1=O
→ -1.3%[57.5 µM]	i	-13%	1%	i	-4%	i	4%	i	-10%	0%
- O=C(Nc1cccc2c1CCCC2)c1ccco1
→ 0.0%[9.22 µM]	x	3%	-10%	x	1%	x	0%	x	-10%	-2%
- Cc1ccc(C(=O)Nc2ccccc2C(=O)NC(CC(=O)O)C(=O)O)cc1 (stereo unspecified)
→ -1.1%	u	u	2%	i	-3%	i	32µM*	i	8%	1%
- COc1ccc(S(=O)(=O)N2CCOCC2)cc1C(=O)Nc1nc2ccccc2s1
→ -1.2%	u	23%	3%	i	-1%	2.6e-08M*	0%	3.5e-08M*	-23%	2%

# Some of the entries so far, in CSV form.
SMILES,HBB splice mod,Fluorescein autfl,CRE Fsk mod,Ub-GFP proteasome,TexasRed autofl,Hsp90 Hop PPI,A350 fluor,FLuc inh,4-MU autofl,ERK AVP block,Epigenetic mod
Cc1nn(CC(=O)Nc2ccc3c(c2)nc(CN2CCCC2)n3C)c(=O)c2ccccc12,-0.8%,i,2%,4%,u,0%,u,-1%,i,-4%,-3%
CCCc1cc(C(=O)N(C2CCCCC2)C2CCCCC2)no1,-0.8%,x,-22%,0%,x,28%,x,-1%,x,19%,-2%
CN=C(NC#N)NCCSCc1csc(N=C(N)N)n1,x,x,-14%,-4%,x,1%,x,-3%,x,-13%,0%
O=c1cnc2cnc(N3CCNCC3)nc2n1Cc1cccs1,-0.3%,u,u,-1%,i,-2%,u,0%[11.4 µM],u,4%,-3%[9.22 µM]

# Other compounds:
# Screens in order: HBB splice mod	Fluorescein autfl	CRE Fsk mod	Ub-GFP proteasome	TexasRed autofl	Hsp90 Hop PPI	A350 fluor	FLuc inh	4-MU autofl	ERK AVP block	Epigenetic mod
- Cc1n[nH]c(C)c1S(=O)(=O)N(CC(=O)Nc1ccc2c(c1)OCCO2)c1ccc(C(C)C)cc1
→ -0.9%	x	u	-1%	x	-2%	x	-7%	x	-25%	21%
- COc1ccc(NC(=O)N2CC3(CCNCC3)C2)cc1
→ 3.7%	i	-1%	0%	i	-1%	i	-2%[11.4 µM]	i	24%	-2%[9.22 µM]
- C=CCSc1nc(N)c(C#N)c(-c2ccc(C)cc2)c1C#N
→ 5.9%[0.369 µM]	u	u	-6%	i	8%	i	-8%	i	47%[activator]	0%
- O=C(CN(c1ccccc1)S(=O)(=O)c1ccc(F)cc1)N1CCCCCC1
→ 0.7%	u	1%	2%	u	0%	i	-1%	i	-3%	0%
- C=CCNc1nc(-c2ccc(OC)cc2OC)cs1
→ 5.4%	i	24%	-4%	i	-19%	i	-19%	i	-14%	1%
- CCCN1CCN(CCCNC(=O)C2CCN(c3nnc(-n4cccc4)s3)CC2)CC1
→ -0.7%	i	u	4%	u	1%	i	-2%	i	-11%	1%
- CCc1nc2sc(C)c(C)c2c(=O)n1CCO
→ -0.3%[9.22 µM]	x	u	8%	x	-3%	x	-2%	x	-24%	0%
- COc1cc(COc2cc(N)c(Cl)cc2C(=O)CCC2CCN(CCNS(C)(=O)=O)CC2)cc(OC)c1
→ x	x	u	-7%	x	-5%	x	-1%	x	-9%	3%
- COc1ccc(CC(C(=O)Nc2cc(C)ccc2C)/C(N)=N/O)cc1 (stereo unspecified)
→ x	i	2%	-2%	i	u	u	2%	u	u	1%
- Cc1cccc(NC(=O)c2ccccn2)c1C
→ 0.2%	i	u	-3%	u	-1%	i	-8%	i	-2%	0%

# Screens in order: HBB splice mod	Fluorescein autfl	CRE Fsk mod	Ub-GFP proteasome	TexasRed autofl	Hsp90 Hop PPI	A350 fluor	FLuc inh	4-MU autofl	ERK AVP block	Epigenetic mod
- O=C(O)c1ccc(OCCn2ccnc2)cc1
→ x	i	x	x	i	x	i	0%[25.5 µM]	i	x	-2%[20.6 µM]
- C=CCN1C(=O)N(/C=C/C)c2cccc3cccc1c23
→ 0.5%	i	u	-1%	i	2%	i	0%	i	-11%	0%
- Cc1ccc(S(=O)(=O)Nc2ccc3nc(-c4cccn4C)[nH]c3c2)cc1
→ -1.8%	u	2%	3%	i	u	i	-2%	i	-17%	0%
- O=C(c1ccco1)N1CCC2(CCCN(c3ccncc3)C2)CC1
→ 3.9%	i	5%	-13%	i	2%	i	1%[11.4 µM]	i	-1%	0%[9.22 µM]
- CC(C)COC(=O)C1C(=O)CC(C)(O)C(C(=O)OCC(C)C)C1c1cccnc1 (stereo unspecified)
→ -4.1%	i	u	0%	u	3%	i	2%	i	-6%	0%
- O=C(NCCCNCc1ccccc1)c1ccc(/C=N/O)nc1
→ -3.6%[0.0738 µM]	x	u	0%[9.17 µM]	x	u	x	2%	x	0%	0%
- CCNc1ncc2nc(-c3cc(F)cc(F)c3)c(=O)n(CCC#N)c2n1
→ u	u	u	-9%	u	-3%	5e-07M*	-2%[11.4 µM]	4.4e-07M*	-8%	8%[9.22 µM]
- Cc1occc1C(=O)Nc1ccc2c(c1)OCCO2
→ -0.6%	i	-3%	0%	i	-5%	i	20µM*	i	-22%	-2%
- Cc1ccc(C(C)C)c(OCC(=O)Nc2ccccc2N2CCN(C)CC2)c1
→ 5.1%	i	9%	-6%	i	u	i	6%	i	u	0%
- Cc1ccc(C)c(NC(=O)CNS(=O)(=O)c2ccccc2)c1
→ 3.8%	i	-4%	-5%	i	-4%	u	2%	i	-1%	3%

# Full records from above. Screens in order: HBB splice mod | Fluorescein autfl | CRE Fsk mod | Ub-GFP proteasome | TexasRed autofl | Hsp90 Hop PPI | A350 fluor | FLuc inh | 4-MU autofl | ERK AVP block | Epigenetic mod
# `Cc1ccc(C(C)C)c(OCC(=O)Nc2ccccc2N2CCN(C)CC2)c1` is listed as 5.1% | i | 9% | -6% | i | u | i | 6% | i | u | 0%
# `CCNc1ncc2nc(-c3cc(F)cc(F)c3)c(=O)n(CCC#N)c2n1` is listed as u | u | u | -9% | u | -3% | 5e-07M* | -2%[11.4 µM] | 4.4e-07M* | -8% | 8%[9.22 µM]

# (listing goes on)
# Screens in order: HBB splice mod	Fluorescein autfl	CRE Fsk mod	Ub-GFP proteasome	TexasRed autofl	Hsp90 Hop PPI	A350 fluor	FLuc inh	4-MU autofl	ERK AVP block	Epigenetic mod
- COc1cc(OC)c(NC(=O)CCNS(=O)(=O)c2cc(Br)cnc2N)cc1Cl
→ -0.1%	i	-23%	-4%	i	-5%	i	1%	i	9%	7%
- O=C(Cn1nc(-c2ccc(Cl)cc2)ccc1=O)NCCCN1CCN(Cc2ccccc2)CC1
→ -1.5%[0.369 µM]	i	-5%	2%	u	-5%	i	2%	i	-16%	7%
- CCOC(=O)C1=C(c2ccccc2)NC(SC)=C(C#N)C1c1ccco1 (stereo unspecified)
→ -0.6%	i	u	-11%	u	-2%	i	-1%	i	1%	-4%
- CC(C)N1CC(O)=C(c2ccccc2)C1=N
→ 1.0%[57.5 µM]	i	-3%	-4%	i	1%	i	2%	i	-21%	5%
- CC(=O)OCCn1c(=O)c2cc3c(=O)n(CCOC(C)=O)c(=O)c3cc2c1=O
→ -0.1%	x	2%	3%	x	-4%	x	4%	x	2%	0%
- O=C(Nc1nncs1)c1ccccc1NS(=O)(=O)c1cccs1
→ -0.1%	i	u	-8%	i	-1%	5.2e-07M*	4%	5.3e-07M*	3%	0%
- O=C(NCc1ccccc1)c1c[nH]c2ccc(S(=O)(=O)Nc3ccc4c(c3)OCCO4)cc2c1=O
→ 2.5%	i	u	-12%	i	-9%	i	-3%	i	11%	-2%
- COc1ccc(-c2cc(C(=O)N3CCN(Cc4ccccc4)CC3)no2)cc1OC
→ -1.8%	i	13%	-11%	i	-1%	i	-4%	i	9%	1%
- O=C1CCC(=O)N1CNc1ccccn1
→ x	i	x	x	i	x	i	2%[25.5 µM]	i	x	-3%[20.6 µM]
